Assay outcomes: PubChem BioAssay, several laboratories
MrgX1 allo act: human MrgX1 positive allosteric modulation, primary screen; B-score at 10 µM; Q96LB2; MrgX1-HEK293, Fluo-4 calcium flux, FDSS; active compounds read high; 310,000 tested, 0.63% active; AID 588675;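 active = plate-corrected calcium response at least 3 library SD above typical, normal starting fluorescence, not activating the receptor alone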;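 note: compound read alongside a low EC10 to EC30 dose of BAM8-22 agonist; peak minus trough fluorescence over baseline measured at the second addition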
MrgX1 antagonist: human MrgX1 receptor antagonism, primary screen; Q96LB2; MRGX1-HEK293 calcium flux, Fluo-4, BAM8-22 antagonism; active compounds read low; B-score at 10 µM; 310,000 tested, 1.3% active;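 active = calcium-response B-score plate-corrected more than 3 library SD below zero, starting fluorescence within 5 deviations, no agonist response on first addition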;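 note: peak minus trough fluorescence over baseline after final BAM8-22 challenge near maximal dose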
MrgX1 ag: human MrgX1 receptor agonism, primary screen; Q96LB2; MrgX1-HEK293 cells, Fluo-4 calcium fluorescence, agonist mode; active compounds read high; B-score at 10 µM; 310,000 tested, 0.44% active; AID 588627;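 active = calcium response B-score plate-corrected fluorescence ratio at least 3 library SD, with starting fluorescence B-score inside 5 SD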
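Material: MrgX1-expressing HEK293 cells / Dosing: compound as first of three additions / Incubation: overnight seeding, then 1 h dark dye loading / Signal: Fluo-4 NW calcium fluorescence / Evaluation: B-scored fluorescence response ratio / Benchmarks: positive and negative control wells on each plate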
RGS4 pot: potentiators or activators of RGS4; HEK293 M3R/inducible RGS4, carbachol calcium flux Fluo4; active compounds read low; B-score at 10 µM; 310,000 tested, 0.92% active;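 active = B-score of the integrated calcium signal more than 4 SD below the library mean, with starting fluorescence not abnormally high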;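 note: negative B-score means reduced calcium response which marks RGS4 activation or potentiation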
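test system = HEK293 cells with stable M3R and inducible RGS4 | schedule = recording 10 s baseline at 1 Hz, 100 s post-agonist | technique = Fluo4-AM (2 µM) calcium-flux fluorescence, kinetic read | measure = Agonist-evoked peak-minus-minimum fluorescence over baseline, integrated ratio, B score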
TRPC6 activator: activates the mouse TRPC6 cation channel; Q61143; HEK293-TRPC6 membrane potential dye fluorescence; active compounds read high; B-score at 10 µM; 310,000 tested, 0.13% active; AID 2550;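 active = B-score of the integrated fluorescence ratio above library mean plus 3 SD, and starting fluorescence ratio within library mean plus 5 SD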;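 note: higher score means more depolarization so channel activation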
TMEM16A act: mouse TMEM16A channel activation, primary screen. HEK293 TMEM16A/YFP-H148Q/I152L, iodide quench fluorescence; active compounds read low. B-score at 10 µM. 340,000 tested, 0.3% active. AID 623877;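 active = fluorescence-ratio B-score plate-corrected deviation score at least 3 library SD below zero, with starting fluorescence score within 5 deviations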;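 note: channel opened by trigger with iodide after compound preincubation; score built on the fluorescence ratio of max minus min over baseline; more negative score means more quench and so TMEM16A activation or potentiation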
Target sequence (Q8BHY3 whole entry, looked up): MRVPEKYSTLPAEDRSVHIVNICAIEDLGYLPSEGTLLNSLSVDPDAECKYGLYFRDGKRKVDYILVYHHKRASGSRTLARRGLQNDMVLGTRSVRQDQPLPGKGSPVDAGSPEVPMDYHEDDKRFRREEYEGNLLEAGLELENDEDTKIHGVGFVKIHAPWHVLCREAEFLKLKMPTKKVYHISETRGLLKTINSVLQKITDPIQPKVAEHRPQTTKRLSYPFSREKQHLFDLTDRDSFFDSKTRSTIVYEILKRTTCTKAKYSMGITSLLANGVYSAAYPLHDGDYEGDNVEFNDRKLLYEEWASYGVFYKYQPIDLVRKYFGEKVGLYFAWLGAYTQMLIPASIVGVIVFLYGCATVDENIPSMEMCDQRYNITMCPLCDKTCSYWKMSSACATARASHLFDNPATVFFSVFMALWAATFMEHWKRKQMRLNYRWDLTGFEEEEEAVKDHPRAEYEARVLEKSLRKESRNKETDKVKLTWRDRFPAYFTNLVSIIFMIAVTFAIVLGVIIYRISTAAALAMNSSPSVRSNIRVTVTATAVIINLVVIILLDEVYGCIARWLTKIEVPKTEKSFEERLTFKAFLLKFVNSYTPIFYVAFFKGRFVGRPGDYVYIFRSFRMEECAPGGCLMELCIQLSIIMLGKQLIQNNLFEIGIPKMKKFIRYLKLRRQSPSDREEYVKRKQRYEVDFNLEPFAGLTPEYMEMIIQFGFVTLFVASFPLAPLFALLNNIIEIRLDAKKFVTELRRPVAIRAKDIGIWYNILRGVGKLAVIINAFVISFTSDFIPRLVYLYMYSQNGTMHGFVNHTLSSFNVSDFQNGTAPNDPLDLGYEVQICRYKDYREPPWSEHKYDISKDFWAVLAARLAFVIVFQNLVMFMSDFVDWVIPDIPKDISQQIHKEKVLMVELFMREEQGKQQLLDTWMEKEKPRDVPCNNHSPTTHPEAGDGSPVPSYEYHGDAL
RGS4 block: inhibitors of human RGS4. P49798. HEK293 M3R/RGS4 inducible, Fluo-4 calcium flux; active compounds read high; triggered by carbachol at its EC20. B-score at 10 µM. 310,000 tested, 0.45% active. AID 463165;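 active = B-score, a plate-corrected calcium signal, over three deviations above library mean, with baseline fluorescence within five deviations of library mean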;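 note: RGS4 expression induced by doxycycline in cells with stable M3 receptor; B-score is computed from the integrated fluorescence ratio over baseline after carbachol; higher B-score means a larger calcium signal and so more RGS4 inhibition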
TRPC6 inh: inhibitors of mouse TRPC6 channel. HEK293-TRPC6, membrane potential dye, ACh-evoked depolarization; active compounds read low. 310,000 tested, 1.1% active. AID 2553. Q61143. B-score at 10 µM;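 active = B-score under library mean minus 3 SD, initial fluorescence not abnormally high, positive integrated signal ratio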;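 note: B-score derived from integrated fluorescence ratio over the kinetic read; more negative B-score means stronger inhibition of depolarization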
ANO1 block: blocks the mouse calcium-activated chloride channel TMEM16A; HEK293 TMEM16A/YFP iodide influx fluorescence, ionomycin; Q8BHY3; 310,000 tested, 1.2% active; normalized B-score (activity score, 25-100; higher = stronger inhibition) at 10 µM;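 active = ratio plate-corrected score three or more library SD toward inhibition, starting fluorescence score within five deviations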;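 note: score derived from kinetic fluorescence span divided by baseline fluorescence per well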
SKKanGAS inh: inhibitors of SKKanGAS S. pyogenes growth in kanamycin (SK-promoter or general growth effect); BacTiter-Glo, 6 h; 300,000 tested, 1.3% active; inhibition, % at 7.5 µM; AID 1662;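 active = mean replicate score, as percent of positive control median, at least 50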;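 note: strain carries kanamycin resistance gene driven by streptokinase promoter and grows in 40 µg/ml kanamycin; loss of luminescence reflects streptokinase promoter inhibition or plain growth inhibition; 0% = median of DMSO wells and 100% = positive control at its reference dose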
HDAC3 inh: inhibitors of human histone deacetylase 3 | O15379 | recombinant HDAC3, fluorogenic peptide/trypsin coupled, fluorescence | inhibition, % at 8.3 µM | 320,000 tested, 0.15% active | AID 2718; in the data active = inhibition above about 26%, passing the limit was not always enough
An asterisk follows results filed as active.

How did COc1ccc(N2C(=O)CC(Sc3nc4c(cc3C#N)CCC4)C2=O)cc1 (stereo unspecified) do in these assays?
MrgX1 allo act: inactive; MrgX1 antagonist: inactive; MrgX1 ag: inactive; RGS4 pot: inactive; TRPC6 activator: inactive; TMEM16A act: inactive; RGS4 block: inactive; TRPC6 inh: inactive; ANO1 block: inactive; SKKanGAS inh: 5; HDAC3 inh: 0

What do the screens show for `Cc1ccc(CNc2ncc(-c3ccccc3)n2C)o1`?
MrgX1 allo act: inactive; MrgX1 antagonist: inactive; MrgX1 ag: inactive; RGS4 pot: inactive; TRPC6 activator: inactive; TMEM16A act: inactive; RGS4 block: inactive; TRPC6 inh: inactive; ANO1 block: inactive; SKKanGAS inh: 24; HDAC3 inh: 4

Results for O=C(COC(=O)Cc1ccc(F)cc1)Nc1cc(S(=O)(=O)N2CCOCC2)ccc1N1CCCC1 ?
MrgX1 allo act: inactive; MrgX1 antagonist: inactive; MrgX1 ag: inactive; RGS4 pot: inactive; TRPC6 activator: inactive; TMEM16A act: inactive; RGS4 block: inactive; TRPC6 inh: inactive; ANO1 block: inactive; SKKanGAS inh: -3; HDAC3 inh: 3

Results for COCCn1c(C23CC4CC(CC(C4)C2)C3)n[nH]c1=S ?
MrgX1 allo act: inactive; MrgX1 antagonist: inactive; MrgX1 ag: inactive; RGS4 pot: inactive; TRPC6 activator: inactive; TMEM16A act: inactive; RGS4 block: inactive; TRPC6 inh: inactive; ANO1 block: inactive; SKKanGAS inh: 1; HDAC3 inh: -1

How did COc1ccc(NCc2nnc(-c3ccccc3)o2)cc1 do in these assays?
MrgX1 allo act: inactive; MrgX1 antagonist: inactive; MrgX1 ag: inactive; RGS4 pot: inactive; TRPC6 activator: inactive; TMEM16A act: inactive; RGS4 block: inactive; TRPC6 inh: inactive; ANO1 block: inactive; SKKanGAS inh: -10; HDAC3 inh: 1

What do the screens show for `CCOc1cccc(CN2CCC(n3nccc3NC(=O)C3CC3)CC2)c1O`?
MrgX1 allo act: inactive; MrgX1 antagonist: inactive; MrgX1 ag: inactive; RGS4 pot: inactive; TRPC6 activator: inactive; TMEM16A act: inactive; RGS4 block: inactive; TRPC6 inh: inactive; ANO1 block: inactive; SKKanGAS inh: 0; HDAC3 inh: -4

What do the screens show for `COc1cc(OC)c(C(=O)/C=C/c2ccc(OCc3ccccc3)c(OC)c2)c(OC)c1`?
MrgX1 allo act: inactive; MrgX1 antagonist: inactive; MrgX1 ag: inactive; RGS4 pot: inactive; TRPC6 activator: inactive; TMEM16A act: inactive; RGS4 block: inactive; TRPC6 inh: inactive; ANO1 block: inactive; SKKanGAS inh: 7; HDAC3 inh: 0

How did COc1cc(CNC2CCCC2)cc(OC)c1 do in these assays?
MrgX1 allo act: inactive; MrgX1 antagonist: inactive; MrgX1 ag: inactive; RGS4 pot: inactive; TRPC6 activator: inactive; TMEM16A act: inactive; RGS4 block: inactive; TRPC6 inh: inactive; ANO1 block: inactive; SKKanGAS inh: -3; HDAC3 inh: -3

What do the screens show for `CC(C)CCn1c(=O)c2sccc2n2c(CCCC(=O)N3CCC(N4CCCCC4)CC3)nnc12`?
MrgX1 allo act: inactive; MrgX1 antagonist: inactive; MrgX1 ag: inactive; RGS4 pot: inactive; TRPC6 activator: inactive; TMEM16A act: inactive; RGS4 block: inactive; TRPC6 inh: inactive; ANO1 block: inactive; SKKanGAS inh: -5; HDAC3 inh: -6

How did C/C(=N\NC(=O)CNC(=O)c1ccc(F)cc1)c1ccco1 do in these assays?
MrgX1 allo act: inactive; MrgX1 antagonist: inactive; MrgX1 ag: inactive; RGS4 pot: inactive; TRPC6 activator: inactive; TMEM16A act: inactive; RGS4 block: inactive; TRPC6 inh: inactive; ANO1 block: inactive; SKKanGAS inh: -5; HDAC3 inh: -2

Results for Cc1ccc(-n2cc(CNCCn3nc(C)cc3C)c(-c3ccc(F)cc3)n2)cc1 ?
MrgX1 allo act: inactive; MrgX1 antagonist: inactive; MrgX1 ag: inactive; RGS4 pot: inactive; TRPC6 activator: inactive; TMEM16A act: inactive; RGS4 block: inactive; TRPC6 inh: inactive; ANO1 block: inactive; SKKanGAS inh: 3; HDAC3 inh: 2

What do the screens show for `CCOC(=O)N1CCC(N2C(=O)c3cc(C(=O)NC4CCCCC4)ccc3C2O)CC1` (stereo unspecified)?
MrgX1 allo act: inactive; MrgX1 antagonist: inactive; MrgX1 ag: inactive; RGS4 pot: inactive; TRPC6 activator: inactive; TMEM16A act: inactive; RGS4 block: inactive; TRPC6 inh: inactive; ANO1 block: inactive; SKKanGAS inh: 0; HDAC3 inh: 3

How did CC(C)(C)C(=O)Nc1ccc(F)cc1[N+](=O)[O-] do in these assays?
MrgX1 allo act: inactive; MrgX1 antagonist: inactive; MrgX1 ag: inactive; RGS4 pot: inactive; TRPC6 activator: inactive; TMEM16A act: inactive; RGS4 block: inactive; TRPC6 inh: inactive; ANO1 block: inactive; SKKanGAS inh: 3; HDAC3 inh: 1

How did O=[N+]([O-])c1cccc(/C=N/Nc2nc(N3CCCCC3)nc(N3CCCCC3)n2)c1 do in these assays?
MrgX1 allo act: inactive; MrgX1 antagonist: inactive; MrgX1 ag: inactive; RGS4 pot: inactive; TRPC6 activator: inactive; TMEM16A act: inactive; RGS4 block: inactive; TRPC6 inh: inactive; ANO1 block: inactive; SKKanGAS inh: 52*; HDAC3 inh: -4

Results for O=C(CSCC(=O)NC1CC1)Nc1ccc2ccccc2c1 ?
RGS4 pot: inactive; TRPC6 activator: inactive; TMEM16A act: inactive; RGS4 block: inactive; TRPC6 inh: inactive; SKKanGAS inh: -6

How did COCCNS(=O)(=O)c1ccc(-c2ccc(Cl)cc2)cc1 do in these assays?
MrgX1 allo act: inactive; MrgX1 antagonist: inactive; MrgX1 ag: inactive; RGS4 pot: inactive; TRPC6 activator: inactive; TMEM16A act: inactive; RGS4 block: inactive; TRPC6 inh: inactive; ANO1 block: inactive; SKKanGAS inh: -36; HDAC3 inh: 1

How did CCN1CCN(C(=O)c2c(-c3c(F)cccc3Cl)noc2C)CC1 do in these assays?
MrgX1 allo act: inactive; MrgX1 antagonist: inactive; MrgX1 ag: inactive; RGS4 pot: inactive; TRPC6 activator: inactive; TMEM16A act: inactive; RGS4 block: inactive; TRPC6 inh: inactive; ANO1 block: inactive; SKKanGAS inh: 1; HDAC3 inh: 0

How did CCCOc1nc2c(c(=O)n(C)c(=O)n2C)n1C do in these assays?
MrgX1 allo act: inactive; MrgX1 antagonist: inactive; MrgX1 ag: inactive; RGS4 pot: inactive; TRPC6 activator: inactive; TMEM16A act: inactive; RGS4 block: inactive; TRPC6 inh: inactive; ANO1 block: inactive; SKKanGAS inh: 1; HDAC3 inh: -3

How did COc1ccc(N2CCCC2=N)c(OC)c1 do in these assays?
MrgX1 allo act: inactive; MrgX1 antagonist: inactive; MrgX1 ag: inactive; RGS4 pot: inactive; TRPC6 activator: inactive; TMEM16A act: inactive; RGS4 block: inactive; TRPC6 inh: inactive; ANO1 block: inactive; SKKanGAS inh: 3; HDAC3 inh: 6

How did Cc1cccc(C(=O)Oc2cccc3c(O)cccc23)c1 do in these assays?
MrgX1 allo act: inactive; MrgX1 antagonist: inactive; MrgX1 ag: inactive; RGS4 pot: inactive; TRPC6 activator: inactive; TMEM16A act: inactive; RGS4 block: inactive; TRPC6 inh: inactive; ANO1 block: inactive; SKKanGAS inh: 9; HDAC3 inh: 6

How did COC(=O)CCCC(=O)NC(C)c1cnn(-c2ccccc2C)c1C (stereo unspecified) do in these assays?
MrgX1 allo act: inactive; MrgX1 antagonist: inactive; MrgX1 ag: inactive; RGS4 pot: inactive; TRPC6 activator: inactive; TMEM16A act: inactive; RGS4 block: inactive; TRPC6 inh: inactive; ANO1 block: inactive; SKKanGAS inh: -6; HDAC3 inh: -3

What do the screens show for `CCOc1ccc(-n2ccnc2SCC(=O)N2CCCc3ccccc32)cc1`?
MrgX1 allo act: inactive; MrgX1 antagonist: inactive; MrgX1 ag: inactive; RGS4 pot: inactive; TRPC6 activator: inactive; TMEM16A act: inactive; RGS4 block: inactive; TRPC6 inh: inactive; ANO1 block: inactive; SKKanGAS inh: -4; HDAC3 inh: 4

What do the screens show for `Cc1ccc(C(=O)N(Cc2nc3ccccc3c(=O)[nH]2)C2CCCC2)cc1`?
MrgX1 allo act: inactive; MrgX1 antagonist: inactive; MrgX1 ag: inactive; RGS4 pot: inactive; TRPC6 activator: inactive; TMEM16A act: inactive; RGS4 block: inactive; TRPC6 inh: inactive; ANO1 block: 100*; SKKanGAS inh: 2; HDAC3 inh: -7

How did Cc1nc2c(n1C1CCCCC1)C(=O)c1ccccc1C2=O do in these assays?
MrgX1 allo act: inactive; MrgX1 antagonist: inactive; MrgX1 ag: inactive; RGS4 pot: inactive; TRPC6 activator: inactive; TMEM16A act: inactive; RGS4 block: inactive; TRPC6 inh: inactive; ANO1 block: inactive; SKKanGAS inh: 6; HDAC3 inh: 5

How did Brc1c(CSc2nc3ccccc3o2)nc2ncccn12 do in these assays?
MrgX1 allo act: inactive; MrgX1 antagonist: inactive; MrgX1 ag: inactive; RGS4 pot: inactive; TRPC6 activator: inactive; TMEM16A act: inactive; RGS4 block: inactive; TRPC6 inh: inactive; ANO1 block: inactive; SKKanGAS inh: 2; HDAC3 inh: -10

How did CC1CC(c2ccccc2)=Nc2ccccc2N1 (stereo unspecified) do in these assays?
MrgX1 allo act: inactive; MrgX1 antagonist: inactive; MrgX1 ag: inactive; RGS4 pot: inactive; TRPC6 activator: inactive; TMEM16A act: inactive; RGS4 block: inactive; TRPC6 inh: inactive; ANO1 block: inactive; SKKanGAS inh: 0; HDAC3 inh: 1

How did Cc1cccc(C(=O)NNC2=C(C(=O)C(F)(F)F)CCC2)c1O do in these assays?
MrgX1 allo act: inactive; MrgX1 antagonist: inactive; MrgX1 ag: inactive; RGS4 pot: inactive; TRPC6 activator: inactive; TMEM16A act: inactive; RGS4 block: inactive; TRPC6 inh: -7.6*; ANO1 block: 100*; SKKanGAS inh: 104*; HDAC3 inh: 14

Results for COc1ccc(N/C=C(\C=C\C#N)S(=O)(=O)c2ccccc2)cc1 ?
MrgX1 allo act: inactive; MrgX1 antagonist: inactive; MrgX1 ag: inactive; RGS4 pot: inactive; TRPC6 activator: inactive; TMEM16A act: inactive; RGS4 block: inactive; TRPC6 inh: inactive; ANO1 block: inactive; SKKanGAS inh: 0; HDAC3 inh: -12
